# FBPA coupling cs: coupling enzyme interference in Giardia aldolase counter-screen | 0.67% of 290,000 active | activity change, negative = inhibition, % at 58.2 µM, hits read low | coupling enzyme system counterscreen, AmpLite Red fluorescence; in the data active = activity change below about -30%; also: % is scaled to controls: 0 for no effect and ±100 for the full control effect
#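 Coupling enzymes only (glyceraldehyde-3-phosphate) + compound, at 57.5 uM final, 10 min RT; add substrate/coupling/AmpLite Red mix, 20 min RT; fluorescence ex 525/em 598 nm. Actives flag coupling-system interference.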
# B2AR arrestin: agonists driving beta-arrestin recruitment to human beta2-adrenergic receptor; P07550; beta-arrestin recruitment to beta2AR, cell-based reporter; Potency, µM (top dose mostly 46.1 µM), for the others: top-dose activation, usual class: activators; 0.02% of 330,000 active; AID 492947;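 also: potency is read from the fitted curve at half-maximal effect; 0% = DMSO controls and full agonism = EC100 isoproterenol or metaproterenol; nearly all actives have a fitted effect of over 65% in size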
# TRPV1 agonist: activates the human vanilloid receptor TRPV1; TRPV1-expressing cells, Fluo-8 calcium influx, agonist mode; Q8NER1; activation, % at 8.33 µM; 0.19% of 320,000 active; in the data active = activation above about 80%; inconclusive = between about 30% and that limit; also: 0% is about no effect
#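 Fluo-8 calcium influx in TRPV1-expressing cells, kinetic read (ex 480/em 520 nm). Compound added and read 3 min for agonist activity, followed by capsaicin at EC20 final and 2 min further read for enhancement.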
# Giardia killer: kills Giardia lamblia. Giardia lamblia trophozoite viability. activity change, % at 7.66 µM, hits read low. 0.15% of 340,000 active; in the data active = activity change below about -80%; inconclusive = between about -30% and that limit;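 also: parasites exposed to compound for two days anaerobically before the ATP read; % is scaled to controls: 0 for no effect and ±100 for the full control effect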
#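 Compounds were tested on trophozoites seeded at 100 cells/well and held 48 hrs at 37 deg C anaerobically. An ATP-based luminescent kit measured the remaining live cells.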
# KCNH2 WT inh: blocks the wildtype human KCNH2 potassium channel; Q12809; U2OS, BacMam KCNH2, thallium flux FluxOr; active compounds read low; activity change, % at 1.84 µM; 0.37% of 340,000 active;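 active = maximum activity change below -70%; inconclusive = maximum activity change between -70% and -50%; inactive = maximum activity change above -50%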; also: % is scaled to controls: 0 for no effect and ±100 for the full control effect
#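 U2OS cells transduced with wild-type KCNH2 virus are loaded with FluxOr dye for 45 min, and thallium flux is measured in kinetic reads before and after stimulation buffer. Rate constants are normalized to DMSO controls.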
# KCNH2 3.1 block: inhibitors of human KCNH2 3.1 potassium channel isoform; U2OS KCNH2 3.1, thallium flux FluxOr; active compounds read low; activity change, % (tested at about 1.8 µM); 0.95% of 340,000 active; AID 720553;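 active = maximum activity change below -70%; inconclusive = maximum activity change from -70% to -50%; inactive = maximum activity change above -50%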;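 also: thallium influx rate constant from kinetic fluorescence after stimulation buffer; % is scaled to controls: 0 for no effect and ±100 for the full control effect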
#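 Thallium flux read-out: FluxOr dye with Red40 quencher in HBSS/HEPES, 45 min at RT. Rate constants from kinetic reads were normalized to positive and negative DMSO controls. Cells: U2OS virally expressing the 3.1 isoform.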
# GALK inh: galactokinase (human) inhibition; P51570; Purified GALK, Kinase-Glo residual ATP luminescence; Potency, µM (series often up to 57.5 µM), for inactives: top-dose activity change, negative = inhibition, actives largely listed as inhibitors; 0.007% of 270,000 active; also: potency is read from the fitted curve at half-maximal effect; % is scaled to controls: 0 for no effect and ±100 for the full control effect
#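 Galactose (100 uM) and ATP (35 uM) were turned over by 5 nM GALK for 1 h at RT. Kinase-Glo Plus then converted the remaining ATP into a luminescent signal.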
# USP2a inh: inhibitors of human ubiquitin-specific protease USP2a. USP2 core, Ub-CHOP2 coupled fluorogenic reporter, 485/531. Potency, µM (highest dose often 38.3 µM), inactives show at the top dose activity change, negative = inhibition, hits mostly inhibitors. 0.01% of 330,000 active. AID 463254;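 also: potency is read from the fitted curve at half-maximal effect; plate controls were DMSO wells for no effect and full inhibition by NEM control for full effect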
#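 USP2 core (10nM final) preincubated 30min RT with compound in 20mM Tris-HCl pH 8.0, 2mM CaCl2, 2mM beta-mercaptoethanol, 0.05% CHAPS; 25nM Ub-CHOP2 plus 25nM reporter substrate added, fluorescence (Ex485/Em531) read after 60min.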
# Menin MLL FP TR: displaces Texas Red mutant MLL peptide from human menin. Potency, µM (titrated, usually from 61.6 µM), without a hit: at the highest dose FP activity change, negative = inhibition, usual class: inhibitors. Menin + Texas Red MLL mutant peptide, fluorescence polarization. 0.23% of 270,000 active; active = well fitted inhibition curve with a large enough effect in the polarisation, with a control signal flat, not every such curve was filed as active; inconclusive = small, poorly fitted or top-dose-only effect, or effect the other way, or a change in a side signal; inactive = no such curve, though single readings can be large or run the other way; the % refers to the polarisation; also: potency is read from the fitted curve at half-maximal effect; % of control where 0% means no effect; many of its hits are not listed in these tables
# PKM2 act: increases activity of human pyruvate kinase M2 | P14618 | Potency, µM (top dose mostly 57.5 µM), without a hit: top-dose activation, usual class: activators | purified PKM2, Kinase-Glo ATP luminescence, activation; response scale: 0% is enzyme alone, no compound | 0.34% of 260,000 active; also: potency is read from the fitted curve at half-maximal effect; % is scaled to controls: 0 for no effect and ±100 for the full control effect; nearly all actives have a fitted effect of over 55% in size
#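 ATP formation by purified human PK-M2, quantified via coupled luciferase luminescence after 1 h at room temperature with 0.1 mM ADP and 0.5 mM PEP final.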
# MLL CXXC-DNA inh: MLL CXXC-DNA interaction inhibition | Q03164 | MLL-CXXC / FITC-HOXA9 DNA fluorescence polarization | Potency, µM (top dose mostly 115 µM), inactives show top-dose activity change, negative = inhibition, usual class: inhibitors | 0.037% of 290,000 active; active = well fitted inhibition curve with a large enough effect in the polarisation, with a control signal flat, not every such curve was filed as active; inconclusive = small, poorly fitted or top-dose-only effect, or effect the other way, or a change in a side signal; inactive = no such curve, though single readings can be large or run the other way; the % refers to the polarisation; also: potency is read from the fitted curve at half-maximal effect
#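 Fluorescence polarization: 7 uM MLL-CXXC (stock) preincubated 5 min with compounds, then 50 nM fluorescein-HOX-A9 DNA (stock) added; 30 min ambient. Buffer 50 mM Tris-HCl pH 7.5, 50 mM NaCl, 1 mM DTT, 0.05% BSA.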
# Numbers without * were called inactive; ? = inconclusive; nt = not tested or not shown; [ ] = remark or other dose. Unless noted, calls follow the shape of the dose curve; as a rule, active = well fitted curve in the direction sought with a large enough effect; inconclusive = small, poorly fitted or top-dose-only effect, or another doubt; inactive = no such curve, though single readings can be large; an effect the other way counts as inactive or inconclusive.
# Every second line gives: FBPA coupling cs	B2AR arrestin	TRPV1 agonist	Giardia killer	KCNH2 WT inh	KCNH2 3.1 block	GALK inh	USP2a inh	Menin MLL FP TR	PKM2 act	MLL CXXC-DNA inh
CC1(C)CC(=O)C2=C(C1)c1c(ccc3ccccc13)NC2c1cc([N+](=O)[O-])cc([N+](=O)[O-])c1O (stereo not given)
    17	-0.2%	-1	-11	0	3	-16%	-15%	?	-11%	-12%
Cc1cccc2cc(C#N)c(N3CCC(O)CC3)nc12
    -4	0.0%	9	-10	3	9	1%	-4%	6%	1%	10%
CSc1cccc(CN2CCN(CCc3ccccc3)C(CCO)C2)c1 (stereo not given)
    3	-0.8%	18	22	34	nt	5%	-2%	-20%	-5%	-6%
Cc1ccc(OCC(=O)N(C)CC(=O)Nc2ccc(Cl)c(C(F)(F)F)c2)c([N+](=O)[O-])n1
    nt	0.3%	0	?	20	-29	nt	5%	nt	nt	nt
O=C(O)[C@H](Cc1c[nH]c2ccccc12)Nc1ncccc1[N+](=O)[O-]
    0	-0.5%	3	10	5	4	2%	4%	22%	nt	34%[activator]
CCCc1cc(C(=O)Nc2ccc(F)cc2F)no1
    -3	0.5%	-3	12	-6	7	2%	-4%	8%	-21%	-16%
CCOc1ccccc1NC(=O)N1CCCN(c2ncccc2C#N)CC1
    -3	-0.7%	4	6	-4	7	3%	1%	?	nt	-6%
Cc1nc(SCc2ccccc2)nc2c1CCC2
    -1	0.3%	25	14	1	8	1%	2%	-14%	6%	3%
Cc1cccc(-n2nc([N+](=O)[O-])c(=NCc3cccnc3)n2O)c1
    2	0.2%	-4	-88*	-9	9	6%	4%	1%	-1%	-4%
O=C(CN1C2CCC1CC(NC(=O)NC1CCCCC1)C2)NC1CC1 (stereo not given)
    1	0.3%	-1	-18	-8	-6	1%	1%	4%	0%	-3%
CC1(C)Cc2c(sc(NC(=O)C(=O)NCCCN3CCOCC3)c2C#N)CO1
    nt	0.0%	-3	-8	4	12	-4%	-1%	nt	nt	8%
CCCCC(=O)Nc1ccc(NC(=S)NC(=O)c2cccs2)cc1OC
    3	-1.0%	11	8	-8	-15	1%	-1%	?	2%	-1%
COc1ccc(-c2csc(NC(=O)CCN3C(=O)C4CC=CCC4C3=O)n2)cc1OC (stereo not given)
    nt	-0.7%	2	4	-11	6	nt	-1%	nt	nt	nt
CCc1ccc(C(O)(CNCc2ccccc2)c2ccccc2)cc1 (stereo not given)
    -1	-0.4%	9	17	6	-33	1%	-1%	?	nt	-2%
COc1ccc(N2C(=O)CC(Nc3cccc([N+](=O)[O-])c3)C2=O)cc1 (stereo not given)
    3	-1.0%	6	6	-2	0	0%	4%	nt	6%	22%
Cc1ccc(NC(=O)CC2Nc3ccccc3NC2=O)cc1Cl (stereo not given)
    -1	-0.2%	1	13	-6	-3	4%	0%	?	-10%	-4%
O=C(NCc1ccccc1)NC(=O)c1ccncc1
    2	0.2%	-1	-5	-5	6	2%	1%	3%	-1%	4%
O=C(N/N=C/c1ccc(O)cc1)c1cncc(Br)c1
    0	0.4%	-1	-3	1	7	nt	3%	-2%	nt	5%
CC(C)(C)S(=O)(=O)c1cnc(N2CCCCC2)nc1N
    2	0.7%	1	7	-4	5	-2%	1%	nt	1%	-3%
CCOC(=O)c1c(NC(=O)c2ccc(-n3cnnn3)cc2)sc2c1CCCC2
    0	4.3%	0	7	2	-12	2%	-2%	11%	1%	-2%
Cn1ncc(Cl)c1C(=O)Nc1ccc(Cl)cn1
    -3	-0.3%	0	5	18	15	-5%	0%	3%	-6%	-3%
Cc1ccc(-n2nc(-c3ccc(OC(F)(F)F)cc3)cc2N)cc1C
    0	-0.2%	nt	8	3	-7	1%	-8%	nt	-9%	0%
CC(C)(C)[C@H]1C=C(C(=O)NCc2nc3ccccc3[nH]2)O[C@@H](OCc2ccc(CO)cc2)C1
    1	-0.5%	23	-3	2	-2	-3%	0%	nt	-1%	-3%
O=S(=O)(c1ccc(Cl)s1)N1CCC2(CC1)OCCO2
    1	0.5%	2	-10	17	0	-2%	-1%	-12%	0%	-2%
O=[N+]([O-])c1ccc(-c2csc(NN=C3CCCC3)n2)cc1
    0	-0.9%	-1	-4	-14	2	0%	2%	-13%	-1%	-1%
Cc1ccc(-c2cc([C@H]3[C@H]4C=CC[C@@H](C)[C@@H]4C(=O)N3Cc3ccccc3)ccc2F)cc1
    0	-0.4%	20	-9	-4	3	-2%	0%	nt	-10%	-11%
COc1cccc(NC(=O)CN(C)C(=O)c2ccc(Cl)c(S(=O)(=O)N3CCCCCC3)c2)c1
    nt	0.2%	11	-15	-6	?	nt	-3%	nt	nt	nt
COCCOc1ccc(C(F)(F)F)cc1NC(=O)COC(=O)c1cc[n+]([O-])cc1
    nt	-0.2%	2	-2	-13	?	nt	1%	nt	nt	nt
CC(=O)c1cccc(NC(=O)CN2C(=O)NC3(CCCCCCC3)C2=O)c1
    3	0.4%	6	-3	5	8	7%	-1%	0%	2%	-2%
Cc1ccc(/C=N/N2CCN(c3ccncc3S(=O)(=O)N3CCCCC3)CC2)cc1
    -1	0.0%	2	7	14	1	0%	3%	-1%	3%	1%

# One compound at a time, from the list above. Screens in order: FBPA coupling cs | B2AR arrestin | TRPV1 agonist | Giardia killer | KCNH2 WT inh | KCNH2 3.1 block | GALK inh | USP2a inh | Menin MLL FP TR | PKM2 act | MLL CXXC-DNA inh
# O=[N+]([O-])c1ccc(-c2csc(NN=C3CCCC3)n2)cc1 is listed with 0 | -0.9% | -1 | -4 | -14 | 2 | 0% | 2% | -13% | -1% | -1%
# Cc1ccc(NC(=O)CC2Nc3ccccc3NC2=O)cc1Cl (stereo not given) is listed with -1 | -0.2% | 1 | 13 | -6 | -3 | 4% | 0% | ? | -10% | -4%
# CC1(C)Cc2c(sc(NC(=O)C(=O)NCCCN3CCOCC3)c2C#N)CO1 is listed with nt | 0.0% | -3 | -8 | 4 | 12 | -4% | -1% | nt | nt | 8%

# Next compounds
# Every second line gives: FBPA coupling cs	B2AR arrestin	TRPV1 agonist	Giardia killer	KCNH2 WT inh	KCNH2 3.1 block	GALK inh	USP2a inh	Menin MLL FP TR	PKM2 act	MLL CXXC-DNA inh
CCOC(=O)c1cc(C)sc1/N=C/C1C(=O)CCCC1=O
    1	-0.4%	7	21	-2	-3	0%	1%	0%	6%	4%
COCC1CCCCN1C(=O)c1ccc(OC)c(OC2CCN(C(C)C)CC2)c1 (stereo not given)
    nt	-1.0%	2	-26	7	3	7%	1%	nt	nt	11%
COc1ccccc1CNC(=O)c1cccs1
    1	nt	8	15	1	1	0%	nt	0%	-1%	20%
Cc1nc(SCC(=O)c2cc3ccccc3oc2=O)c(C#N)c(-c2cccs2)c1C(=O)Nc1ccccc1
    2	-0.2%	-2	-16	-13	-39	-3%	0%	1%	-2%	-7%
CCN(CC)S(=O)(=O)c1ccc(/C=C/C(=O)OCC(=O)NCc2ccc3c(c2)OCO3)cc1
    -1	0.1%	3	13	-13	-5	-1%	2%	?	-12%	3%
CC(=O)c1ccc(NC(=O)COC(=O)C2C3CC4OC(=O)C2C4C3)cc1 (stereo not given)
    0	-0.2%	1	?	-1	-15	1%	0%	12%	0%	0%
COc1ccc(CN2C(CC(=O)Nc3cccnc3)c3ccc(C(F)(F)F)cc3S2(=O)=O)cc1 (stereo not given)
    nt	-0.9%	nt	-14	-8	1	nt	0%	nt	nt	nt
O=c1sc2ccccc2n1Cc1ccccc1
    2	-0.8%	2	3	7	nt	0%	-1%	-6%	-31%	-5%
Cc1cc(C)nc(Sc2ccc(/C=C(\C#N)C(N)=O)o2)n1
    1	-0.1%	2	3	11	-6	2%	5%	2%	-13%	6%
Cc1ccnc(NC(=O)CCNC(=O)c2ccccc2Cl)c1
    nt	2.1%	2	-2	4	6	0%	2%	nt	-3%	0%
Cc1cccc(NC(=O)NNC(=O)COc2ccc([N+](=O)[O-])cc2)c1C
    5	3.3%	0	3	-1	-3	-4%	-1%	?	-7%	6%
COC(=O)c1sccc1NC(=O)Nc1ccc(F)cc1F
    -6	0.3%	?	-6	7	3	2%	0%	15%	-3%	-3%
COc1ccc(CNC(=O)CN2C(=O)COc3ccc(S(=O)(=O)NC4CCCC4)cc32)cc1
    0	0.1%	2	5	-3	-4	7%	1%	1%	nt	3%

# Given comma-delimited: entries from further up.
Structure,FBPA coupling cs,B2AR arrestin,TRPV1 agonist,Giardia killer,KCNH2 WT inh,KCNH2 3.1 block,GALK inh,USP2a inh,Menin MLL FP TR,PKM2 act,MLL CXXC-DNA inh
Cc1cc(C)nc(Sc2ccc(/C=C(\C#N)C(N)=O)o2)n1,1,-0.1%,2,3,11,-6,2%,5%,2%,-13%,6%
COC(=O)c1sccc1NC(=O)Nc1ccc(F)cc1F,-6,0.3%,?,-6,7,3,2%,0%,15%,-3%,-3%

# The list is partial, so the mix of outcomes need not match the whole.
